Source: PubChem BioAssay (several laboratories)
KOR beta-arrestin-1 = kappa opioid receptor blockers – cell-based, luminescence, uHTS (AID 1778). hit rate 0.091% among 290,000. inhibition, % at 10 µM, or IC50 in µM where a hit was titrated. KOR beta-arrestin recruitment, luminescence, antagonist mode; higher % means a stronger effect; note: strong numbers were not always called active
HEK293 NOD2/NF-kB = inhibition of NOD2-driven NF-kB reporter – cell-based, luminescence, uHTS, HEK293 (AID 1566); HEK293 NOD2/NF-kB luciferase reporter, luminescence; higher % means a stronger effect; inhibition, % at 4 µM; hits with a dose series show EC50 in µM; hit rate 0.63% among 290,000; note: many of its hits are not listed in these tables
Yfh1-depleted yeast = enhancers of respiration in Yfh1-depleted yeast, dose response, Friedreich's ataxia, plus single-dose screen (AID 1465); S. cerevisiae Yfh1-off respiration, WST-1 reduction, 72 h; higher fold induction means a stronger effect; one-dose fold induction at 50 µM; EC50 in µM for titrated hits; hit rate 0.074% among 220,000;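 active = fold induction of absorbance versus untreated yeast above a set limit, then at least 30% activation at any dose in follow-up; inconclusive = repeats straddling the limit, or above it without dose testing; inactive = fold induction below the set limit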;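 note: activators that raise dye reduction in frataxin-depleted yeast; strong numbers were not always called active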
NOD1 NF-kB reporter = NOD1 signaling inhibitors, primary screen, cell-based, luminescence, uHTS (AID 1578). inhibition, % at 4 µM; hits with a dose series show EC50 in µM. hit rate 1% among 290,000. NOD1-driven NF-kB luciferase reporter cells, luminescence; higher % means a stronger effect; in the data active = inhibition mostly above about 36%, no sharp cut-off; inactive = mostly below about 34%;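 note: HEK-293T reporter cells stimulated with the NOD1 agonist gamma-tri-DAP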
Dengue-2 NS5 capping = flavivirus cap methylation enzyme inhibition – biochemical, confirmation dose response, primary screen (AID 588689); Dengue-2 NS5 methyltransferase capping enzyme assay, biochemical; higher % means a stronger effect; hit rate 0.3% among 340,000; inhibition, % at 25 µM, or IC50 in µM where a hit was titrated; in the data active = a potency from the dose series; inconclusive = inhibition above about 29% without an active follow-up result
KOR beta-arrestin-2 = kappa opioid receptor activators – cell-based, luminescence, uHTS, primary screen (AID 1777) | KOR beta-arrestin recruitment, luminescence; higher % means a stronger effect | one-dose activation, % at 10 µM; EC50 in µM for titrated hits | hit rate 0.02% among 280,000; in the data active = activation above about 50%, passing the limit was not always enough; note: a part of the inactive calls stands beside numbers as strong as those of hits
West Nile antiviral = West Nile virus antiviral activity, cell-based, CPE readout (AID 1621); hit rate 0.02% among 290,000; West Nile virus-infected cells, CPE inhibition; higher % means a stronger effect; CPE inhibition, % at 10 µM, or IC50 in µM where a hit was titrated; in the data active = a potency from the dose series; inconclusive = CPE inhibition mostly from about 3.7% at the one dose, without a potency; inactive = the rest, 99 in 100 with CPE inhibition below about 2.2%; note: strong numbers were not always called active
HIV fusion peptide = inhibitors of HIV fusion peptide binding, primary screen, biochemical, uHTS, fluorescence dequenching (AID 1986); hit rate 0.3% among 290,000; cell-free peptide binding, fluorescence dequenching, 30 min; higher % means a stronger effect; inhibition, % at 20 µM, or IC50 in µM where a hit was titrated; in the data active = inhibition mostly above about 52%, no sharp cut-off; inactive = mostly below about 76%; note: some results filed as inactive read as strong as hits
AID2073 = inhibitors of Mint1-CaV2.2 protein interaction, biochemical, HTRF (AID 2073); HTRF protein-protein interaction, Mint1-CaV2.2; higher % means a stronger effect; one-dose inhibition, % at 20 µM; IC50 in µM for titrated hits; hit rate 0.19% among 290,000; in the data active = inhibition mostly above about 51%, no sharp cut-off; inconclusive = no clear call, values can overlap the other calls; inactive = mostly below about 53%; note: some results filed as inactive read as strong as hits
Dengue-2 NS5 capping pilot replicate = recorded beside Dengue-2 NS5 capping, whose call it bears; inhibition, %; measured here: pilot screen replicate inhibition
* marks the source's active call; other numbers are inactive results; i = inactive; u = inconclusive; x = no result given; & = joins results of further samples; [ ] = another dose, or the depositor's remark. Cut-off read from the data, not from the text of the source, unless noted: active = inhibition above about 50%; inactive = the rest.

SMILES	KOR beta-arrestin-1	HEK293 NOD2/NF-kB	Yfh1-depleted yeast	NOD1 NF-kB reporter	Dengue-2 NS5 capping	KOR beta-arrestin-2	West Nile antiviral	HIV fusion peptide	AID2073	others
CCOC(=O)C1(Cc2ccccc2)CCN(C2Cc3ccccc3C2)CC1	-14%[20 µM]	32%	i	-18%	-5%	x	-1.4%	2.4%	16%
OC(C#CCN1CCOCC1)(c1ccccc1)C1CCCCC1 (configuration not stated)	-38%	-11%	i	0%	-4%	4.4%	-0.2%	-0.3%	-4%
Cc1onc(-c2c(Cl)cccc2Cl)c1C(=O)NCCN1CCOCC1	20%	-13%	i	-15%	-2%	5.5%	1.4%	1.2%	-8%
Brc1ccc(N=Nc2ccc3ccccc3n2)cc1	-15%	10%	i	43%*	5%	1.6%	-1.4%	-4.3%	0%
CCC1Oc2ccccc2N(CC(=O)NCCC2=CCCCC2)C1=O (configuration not stated)	13%	7%	i	-24%	-2%	-2.4%	-0.4%	6.8%	19%
CCOC(=O)CCc1c(C)nc2ncnn2c1C	-16%	-2%	i	6%	-3%	12%	0.7%	-0.5%	-9%	Dengue-2 NS5 capping pilot replicate=-2.0
COc1ccc(C(c2nnnn2C2CCCC2)N2CCc3ccccc3C2)cc1OC (configuration not stated)	-15%	-31%	i	-1%	x	15%	-0.3%	3.2%	7%
O=S(=O)(NCc1cccs1)c1ccc(Br)s1	14%	16%	x	-5%	x	0.3%	-0.3%	2.5%	-4%
COc1ccc(/C=N/NC(=O)Cn2cnc3c2c(=O)n(C)c(=O)n3C)cc1	x	-5%	i	1%	-5%	x	0.4%	0.3%	-11%
CCC(=O)NS(=O)(=O)c1cccnc1Nc1ccc(Cl)cc1	-22%	5%	i	4%	-10%	-2.2%	0.3%	0.7%	7%
Cc1ccc(N(CN2CCCC2=O)C(=O)c2ccc(C)c(C)c2)cc1	25%	0%	i	-20%	-5%	-4.8%	-1.2%	-1.2%	3%
COc1cccc(N(C(=O)C2COc3ccccc3O2)C(C(=O)NC2CCCCC2)c2ccc(O)cc2)c1 (configuration not stated)	15%	-17%	i	-15%	x	5.1%	-1.2%	11%	12%
O=C1C2C3C=CC(CC3)C2C(=O)N1/N=C/c1ccccc1O (configuration not stated)	21%	13%	i	8%	-3%	-4.1%	0.0%	-0.6%	14%
COc1cc(C(C(=O)NC2CCCC2)N(C(=O)Cc2cccs2)C2CC2)cc(OC)c1OC (configuration not stated)	14%	-3%	i	-21%	-3%	-1.6%	-0.6%	0.8%	8%
CCn1c(SCC(=O)Nc2ccc(S(N)(=O)=O)cc2)nnc1-c1cccc(OC)c1	24%	6%	i	-3%	-6%	-4.9%	0.4%	-2.5%	2%
CC(C)(C)NC(=O)COC(=O)c1snc(C(=O)NC2CCCCC2)c1N	0%	26%	i	26%	5%	1.3%	0.0%	1.2%	0%
COC1CCCN(Cc2c(C(=O)N3CCN(C4CCCCC4)CC3)nc3ccccn23)C1 (configuration not stated)	4%	-2%	x	1%	5%	-0.1%	-0.4%	1.0%	12%
O=C(NCc1ccco1)C(NS(=O)(=O)c1cccc2nsnc12)c1ccccc1 (configuration not stated)	-20%	-10%	i	-10%	-4%	5.7%	0.7%	3.8%	3%
C#C[C@]1(OC(C)=O)CCC2C3CCC4=CC(=O)CC[C@@H]4C3CC[C@@]21C (some centres not stated)	-22%[20 µM]	10%	x	13%	-1%	-2.3%	-0.4%	0.4%	-8%
CCN(CC)C(=O)CN1CCC(c2nc3cc(C)c(C)cc3[nH]2)CC1	-29%[20 µM]	14%	x	14%	-8%	1.7%	-0.9%	2.0%	9%

Structures shown so far that have two or more sulfur atoms:
SMILES	KOR beta-arrestin-1	HEK293 NOD2/NF-kB	Yfh1-depleted yeast	NOD1 NF-kB reporter	Dengue-2 NS5 capping	KOR beta-arrestin-2	West Nile antiviral	HIV fusion peptide	AID2073	others
O=S(=O)(NCc1cccs1)c1ccc(Br)s1	14%	16%	x	-5%	x	0.3%	-0.3%	2.5%	-4%
CCn1c(SCC(=O)Nc2ccc(S(N)(=O)=O)cc2)nnc1-c1cccc(OC)c1	24%	6%	i	-3%	-6%	-4.9%	0.4%	-2.5%	2%
O=C(NCc1ccco1)C(NS(=O)(=O)c1cccc2nsnc12)c1ccccc1 (configuration not stated)	-20%	-10%	i	-10%	-4%	5.7%	0.7%	3.8%	3%

Going on with the list:
SMILES	KOR beta-arrestin-1	HEK293 NOD2/NF-kB	Yfh1-depleted yeast	NOD1 NF-kB reporter	Dengue-2 NS5 capping	KOR beta-arrestin-2	West Nile antiviral	HIV fusion peptide	AID2073	others
Cc1cc(N2CCOCC2)nc(N2CCOCC2)n1	29%&14%	20%&-2%	i	-1%&-30%	-16%	-1.1%&-4.8%	0.2%&-0.2%	-0.3%&-0.5%	10%&5%
COc1ccccc1-c1cc2ccccc2[nH]1	-26%	5%	i	-28%	-5%	-3.5%	0.5%	3.3%	11%
CS(=O)(=O)NN1C(=O)c2ccccc2NC1c1cc2ccccc2nc1Cl (configuration not stated)	-22%	-2%	i	-29%	-5%	-1.2%	-0.2%	0.6%	7%
CCN(Cc1ccncc1)C(=O)c1ccc(C)o1	1%	3%	x	2%	-5%	-0.8%	-0.3%	0.1%	9%
CCCCn1nnnc1SCC(=O)c1ccccc1F	-8%[20 µM]	-17%	i	-34%	-5%	x	0.3%	-1.7%	-15%
CC1(C(=O)O)CC(C)(C(=O)O)CC(C)(C(=O)O)C1 (configuration not stated)	-10%	-5%	i	-15%	-3%	2.4%	-0.1%	0.7%	-3%
Cc1ccc(S(=O)(=O)NCC(=O)Nc2ccc(C(F)(F)F)cc2)cc1	-21%	2%	i	-18%	5%	3.4%	-1.1%	0.9%	6%
Cc1ccc(CCNC(=O)C2CC(c3ccccc3C(F)(F)F)=NO2)cc1 (configuration not stated)	2%	21%	i	9%	1%	5.6%	-0.1%	1.0%	4%
Cc1ccc(S(=O)(=O)N2CCOCC2)cc1C(=O)NCc1ccco1	-9%	4%	i	0%	1%	-1.2%	0.9%	-4.0%	-11%
CCOc1cc2[nH]c(=O)n(Cc3cccc(OC)c3)c(=O)c2cc1OCC	10%	7%	i	-38%	-4%	-4.9%	1.8%	4.1%	-10%

Nothing new here: 2 of the compounds above.
SMILES	KOR beta-arrestin-1	HEK293 NOD2/NF-kB	Yfh1-depleted yeast	NOD1 NF-kB reporter	Dengue-2 NS5 capping	KOR beta-arrestin-2	West Nile antiviral	HIV fusion peptide	AID2073	others
COC1CCCN(Cc2c(C(=O)N3CCN(C4CCCCC4)CC3)nc3ccccn23)C1 (configuration not stated)	4%	-2%	x	1%	5%	-0.1%	-0.4%	1.0%	12%
O=C(NCc1ccco1)C(NS(=O)(=O)c1cccc2nsnc12)c1ccccc1 (configuration not stated)	-20%	-10%	i	-10%	-4%	5.7%	0.7%	3.8%	3%

Remaining list, next part
SMILES	KOR beta-arrestin-1	HEK293 NOD2/NF-kB	Yfh1-depleted yeast	NOD1 NF-kB reporter	Dengue-2 NS5 capping	KOR beta-arrestin-2	West Nile antiviral	HIV fusion peptide	AID2073	others
Cc1ccccc1S(=O)(=O)Nc1nc2ccccc2nc1N1CCc2ccccc2C1	-6%	-36%	i	16%	-3%	-2.2%	-0.7%	-1.4%	47%
O=C(CN1C(=O)NC2(CCOc3ccccc32)C1=O)Nc1ccc2c(c1)OCCO2 (configuration not stated)	6%	20%	i	-6%	3%	0.2%	0.8%	0.1%	4%
Cc1ccc(/C=N/n2c(C)nc3ccccc3c2=O)o1	-19%	-4%	i	-39%	-2%	3.7%	-0.2%	0.3%	-9%
CCn1c(C)nc2c(=O)oc3ccccc3c21	-40%	14%	i	-12%	5%	-0.5%	0.4%	-0.3%	3%	Dengue-2 NS5 capping pilot replicate=0.6
Cc1c(Cl)cccc1NC(=O)NN1CCN(C)CC1	-2%	4%	x	-34%	-6%	-3.7%	0.0%	2.2%	3%
CCn1cc(C(=O)N2CCN(c3ccc([N+](=O)[O-])cc3)CC2)c(=O)c2ccc(C)nc21	6%	21%	i	-10%	-3%	-8.5%	-1.0%	-0.6%	-3%
O=C(COc1ccccc1-c1ccccc1)c1ccccc1	10%	4%	i	-9%	3%	-4.4%	-0.3%	-0.9%	-2%
Cn1c(SCC(=O)NCc2cccs2)nnc1-c1ccncc1	16%	12%	i	11%	4%	-0.4%	-0.2%	-0.4%	-13%
S=C(c1ccccc1)N1CCCC1	5%	3%	x	10%	x	3.6%	-0.8%	0.1%	-12%
O=[N+]([O-])c1cccc2c(N3CCCC3)ccnc12	3%[20 µM]	16%	i	-23%	-3%	-3.7%	-1.3%	1.3%	0%
COc1ccc(S(=O)(=O)N2CCN(c3ccccn3)CC2)cc1OC	-5%	21%	i	3%	-1%	2.9%	-0.3%	-0.3%	-5%
COCCn1c(=NC(=O)c2cc3ccccc3oc2=O)sc2cc(S(N)(=O)=O)ccc21	-4%	14%	i	-10%	0%	0.2%	0.2%	-3.1%	14%
COc1cccc(CN(C)C(=O)Cc2c[nH]c3ccccc23)c1OC	12%	7%	x	-22%	-7%	-0.8%	-1.0%	1.4%	7%
Cc1ccsc1/C=N/NS(=O)(=O)c1ccc([N+](=O)[O-])cc1	x	19%	i	-13%	2%	-5.0%	-0.3%	0.5%	-2%
COc1cc(/C=N/Nc2ccc([N+](=O)[O-])cn2)cc(OC)c1O	18%	26%	x	8%	-3%	-4.1%	0.3%	-5.8%	-17%
COCCCNc1ncnc2c1cnn2-c1ccc(C)cc1C	-21%	4%	i	-15%	-6%	0.0%	u	2.2%	6%
O=Cc1ccc(OC2OCCOC2Oc2ccc(C=O)cc2)cc1 (configuration not stated)	-4%	14%	i	-17%	-5%	2.6%	0.2%	5.8%	9%
CCOc1ccc(Br)cc1C1=NN(C(C)=O)C(c2ccc([N+](=O)[O-])s2)O1 (configuration not stated)	32%	4%	x	-14%	5%	-1.7%	-0.4%	0.3%	8%
Cn1c(=O)oc2cc(S(=O)(=O)NCc3ccc(F)cc3)ccc21	22%	6%	x	-33%	-3%	-2.3%	-0.6%	8.5%	-1%
CC(C(=O)NC1CCCC1)N(C(=O)c1snc(C(N)=O)c1N)c1ccc2c(c1)OCCO2 (configuration not stated)	-24%	8%	i	-33%	-8%	1.6%	-0.2%	1.9%	-2%
Cc1ccc(C)c(N(CC(=O)NCc2ccco2)C(=O)CCC(=O)Nc2nccs2)c1	-34%	-17%	x	41%	6%	2.4%	-0.7%	0.6%	11%
COc1ccccc1Nc1nc(=O)[nH]nc1C	10%	1%	i	-10%	-6%	2.9%	-0.3%	-0.1%	-5%
COc1ccc(-n2cnnc2SCCC#N)cc1	4%	1%	i	1%	6%	-5.5%	0.1%	-4.4%	-12%
CCOC(=O)C1CCCN(c2ncnc3c2oc2ccccc23)C1 (configuration not stated)	-22%	-34%	i	-6%	-3%	0.7%	0.1%	-0.8%	23%
CNC(=O)/C(=C\c1ccc([N+](=O)[O-])cc1)NC(C)=O	-7%	14%	x	-13%	-3%	4.7%	x	-0.2%	1%

Only part of the results is shown. The share of hits here may be higher or lower than overall.
